High-throughput results (PubChem BioAssay)
Wee1 degr inh – Wee1 degradation inhibitors, primary screen, cell-based, HeLa, Wee1K328M-luciferase, luminescence. HeLa Luc-Wee1K328M stability; 100% = proteasome inhibitor MG132 effect. reporter increase, % at 5 µM. 1.2% of 220,000 active. AID 1321, 2008;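 active = activation above the mean of all tested compounds plus 3 SD, set per screening run, cut at about 8.8% in these data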;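 also: cells exposed to compound for 20 h before luminescence read; 0% = DMSO alone and 100% = MG132 at 30 µM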
KCC2 mod – KCC2 cotransporter modulators, thallium flux, primary screen, cell-based, HEK293 KCC2, FluoZin-2 fluorescence, MLSMR | Solute carrier family 12 member 5 (Homo sapiens), Q9H2X9 | KCC2 cells, thallium flux FluoZin-2 fluorescence | B-score of Tl+ flux slope (higher = more flux/activation; lower = inhibition) at 10 µM | 2.2% of 190,000 active;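 active = thallium flux slope and its plate-corrected score both differing from the plate sample mean at a set confidence after two filtering rounds, in either direction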;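 also: slope of fluorescence scaled to starting intensity during 10 to 20 s after thallium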
FXIIa inh 1536 – human FXIIa protease inhibitors, primary screen, biochemical, 1536-well | 0.3% of 220,000 active | purified FXIIa, Boc-QGR-AMC fluorogenic substrate, 2 h | AID 800, 2007 | Coagulation factor XII (Homo sapiens), P00748 | inhibition, % at 5 µM; in the data active = inhibition above about 40%;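 also: 0% = enzyme with no compound and 100% = blank without enzyme; many of its hits are not listed in these tables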
PERK inhibitor – block of dimerizer-induced PERK translation repression, primary screen, PERK inhibitor project, CHO PERK-DD cells, SEAP luminescence, HTS. Eukaryotic translation initiation factor 2-alpha kinase 3 (Homo sapiens), Q9NZJ5. CHO PERK-DD fusion, SEAP luminescence translation reporter. inhibition, % at 5.6 µM. 0.17% of 220,000 active. AID 1416, 2008;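 active = inhibition above the mean inhibition of all tested compounds plus 3 SD, set separately per screening campaign, cut at about 2.9% in these data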;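 also: PERK kinase domain activated by AP20187 dimerizer at 100 nM; 0% = DMSO with dimerizer and 100% = rapamycin at 8.4 µM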
Target sequence (Q9NZJ5 whole entry, looked up, the tested form may be a part): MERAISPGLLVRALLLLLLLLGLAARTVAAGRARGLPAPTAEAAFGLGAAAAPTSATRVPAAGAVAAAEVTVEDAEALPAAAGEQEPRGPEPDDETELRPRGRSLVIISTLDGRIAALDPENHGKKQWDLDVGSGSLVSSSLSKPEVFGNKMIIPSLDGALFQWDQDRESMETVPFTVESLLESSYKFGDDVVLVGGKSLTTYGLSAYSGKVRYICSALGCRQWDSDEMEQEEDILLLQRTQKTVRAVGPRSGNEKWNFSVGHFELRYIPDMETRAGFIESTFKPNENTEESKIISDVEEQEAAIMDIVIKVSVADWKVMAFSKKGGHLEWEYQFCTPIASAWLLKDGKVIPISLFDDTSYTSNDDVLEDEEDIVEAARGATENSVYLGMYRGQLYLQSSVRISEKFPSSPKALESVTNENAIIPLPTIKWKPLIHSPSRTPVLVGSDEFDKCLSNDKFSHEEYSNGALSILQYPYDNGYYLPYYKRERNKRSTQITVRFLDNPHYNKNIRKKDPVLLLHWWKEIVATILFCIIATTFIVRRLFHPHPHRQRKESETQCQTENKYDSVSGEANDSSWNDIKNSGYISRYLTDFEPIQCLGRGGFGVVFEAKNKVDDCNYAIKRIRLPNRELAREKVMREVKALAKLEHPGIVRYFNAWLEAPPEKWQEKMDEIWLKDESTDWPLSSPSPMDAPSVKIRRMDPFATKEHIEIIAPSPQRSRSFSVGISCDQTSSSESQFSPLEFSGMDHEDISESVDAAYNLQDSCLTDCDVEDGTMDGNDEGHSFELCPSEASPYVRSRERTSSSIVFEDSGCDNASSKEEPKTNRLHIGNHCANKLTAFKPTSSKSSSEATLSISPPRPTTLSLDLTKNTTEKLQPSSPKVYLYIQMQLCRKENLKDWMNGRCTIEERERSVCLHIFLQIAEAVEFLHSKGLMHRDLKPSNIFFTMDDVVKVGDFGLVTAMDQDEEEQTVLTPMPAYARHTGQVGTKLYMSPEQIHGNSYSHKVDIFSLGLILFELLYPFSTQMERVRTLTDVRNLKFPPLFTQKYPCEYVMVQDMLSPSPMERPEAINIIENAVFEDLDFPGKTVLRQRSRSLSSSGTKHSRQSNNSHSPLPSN
FXIa inh 1536 – human FXIa protease inhibitors, primary screen, biochemical, 1536-well. inhibition, % at 5 µM. 0.14% of 220,000 active. Coagulation factor XI (Homo sapiens), P03951. purified FXIa, Boc-Glu-Ala-Arg-AMC fluorogenic substrate;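 active = inhibition of at least 40%; inactive = inhibition below 40%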;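 also: fluorescence of freed AMC excited at 355 nm; 0% = enzyme without compound and 100% = no enzyme blank; many of its hits are not listed in these tables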
thrombin 1536 – human alpha-thrombin inhibitors, primary screen, counter-screen for coagulation protease inhibitor project, biochemical, 1536-well, fluorogenic AMC substrate. Prothrombin (Homo sapiens), P00734. Boc-VPR-AMC fluorogenic substrate cleavage. inhibition, % at 5 µM. 0.26% of 220,000 active. AID 1046, 2008;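 active = inhibition at or above 40%; inactive = inhibition below 40%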;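 also: 0% = enzyme with no compound and 100% = wells without enzyme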
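Material: human alpha-thrombin protein. Incubation: reaction at ambient temperature. Technique: fluorescence of released AMC, ex 355 nm, em 460 nm. Control set: no-compound enzyme wells and no-enzyme blanks. Also added: Boc-VPR-AMC substrate, 15 µM final. Buffer or medium: pH 7.5 Tris (50 mM) with NaCl 150 mM, Tween 20 0.05%.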
Furin inh – human furin inhibitors, primary screen, biochemical, fluorescence intensity. P09958. purified furin, fluorogenic substrate cleavage. 0.061% of 220,000 active. inhibition, % at 30 µM; in the data active = inhibition above about 25%; also: inactives centre near -15
KLK5 inh – human KLK5 protease inhibitors, primary screen, biochemical, 1536-well. Kallikrein-5 (Homo sapiens), Q9Y337. recombinant hK5, fluorogenic AMC substrate cleavage. inhibition, % at 5 µM. 0.59% of 210,000 active;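 active = inhibition of 40% or more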;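 also: 0% = enzyme controls without compound and 100% = no-enzyme blanks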
p97 inhibitor – inhibitors of human p97 ATPase, primary screen, biochemical; Transitional endoplasmic reticulum ATPase (Homo sapiens), P55072; recombinant p97 ATPase, Kinase-Glo ATP luminescence, 3 h; inhibition, % at 8 µM; 0.42% of 220,000 active; in the data active = inhibition above about 15%;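 also: 0% = DMSO vehicle and 100% = wells lacking enzyme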
Numbers without * were called inactive; · = no result given; [ ] = dose if it differs, or a comment.

SMILES	Wee1 degr inh	KCC2 mod	FXIIa inh 1536	PERK inhibitor	FXIa inh 1536	thrombin 1536	Furin inh	KLK5 inh	p97 inhibitor
COc1ccc(N2Cc3cccc(C(=O)N4CCOCC4)c3C2=O)cc1	-3	1.2	17	0.9	-1	1	-30	-3	4
Cc1cccc(-c2nc3ccccc3c(=O)n2NC(=O)c2ccc([N+](=O)[O-])c(C)c2)c1	0	0.028	4	0.8	-7	-6	-15	-8	6
CCN=C1SC(CC(=O)Nc2ccc(C(F)(F)F)cc2)C(=O)N1CC (stereo unspecified)	-2	0.43	1	-0.3	-7	-8	-27	-18	2
CCOc1ccc(NC(=O)CC2SC(N)=NC2=O)c([N+](=O)[O-])c1 (stereo unspecified)	7	0.14	7	0.6	-2	-4	-19	3	-2
Cc1ccc(C)n1-c1ccc(-c2nnc3n2CCCCC3)s1	6	-0.74	26	-0.3	16	-1	-15	-7	6
Cc1ccc(S(=O)(=O)N(C)C2(C)CCS(=O)(=O)C2)cc1 (stereo unspecified)	-2	·	19	0.4	4	3	-22[20 µM]	-25	2
Cn1c(SCc2nc(-c3ccc(Cl)cc3)no2)nnc1-c1cccs1	7	-2.7	23	0.4	5	5	-10[20 µM]	-1	0
COc1ccc(C)cc1S(=O)(=O)N(CC(=O)O)c1ccccc1	-1	·	13	-0.2	9	-1	-6[20 µM]	18	-1
CC(=O)c1[nH]c(C)c(C(C)=O)c1C	1	0.7	30	-0.4	3	8	-11[20 µM]	47*	-1
COc1ccc(N(C(=O)c2cc3ccccc3oc2=O)C2C=CS(=O)(=O)C2)c(OC)c1 (stereo unspecified)	1	0.37	8	0.3	0	-4	-12	3	1
CN1CCCN(S(=O)(=O)c2ccc(Cl)c(Cl)c2)CC1	2	-0.37	8	1.7	-2	1	-24	-9	0
c1cncc(-c2cccnc2)c1	6	·	13	1.5	1	3	-24	-13	0
O=C(Nc1cccc(Cl)c1)/C(=C\c1cccnc1)NC(=O)c1ccco1	2	1.4	3	2.2	-3	6	-16	3	1
Cc1ccc(C2=[N+]([O-])C(C)N(O)C2(C)C)o1 (stereo unspecified)	-3	·	5	-0.5	-9	-4	-9[20 µM]	5	-2
COCCn1nnnc1C(CC(C)C)N1CCN(c2ccccc2)CC1 (stereo unspecified)	3	0.59	3	-0.6	-6	0	-21[20 µM]	-7	-4
CC(=O)Nc1nc2c(s1)C(=O)NCCC2	-3	-1	12	0.5	1	1	-20	3	-1
CCOC(=O)C1(Cc2cccc(OC)c2)CCCN(C(=O)c2cc(C)[nH]n2)C1 (stereo unspecified)	0	0.76	7	1.1	0	-5	-28	2	6
COC(=O)/C(C#N)=C/c1cc(C)sc1C	-2	-0.32	8	0.6	4	2	-1	0	-8
Cc1cc(Cl)c(S(=O)(=O)Nc2ccccn2)cc1OCC(N)=O	0	-0.32	19	1.0	5	1	-15[20 µM]	-11	-1
COc1c(O)ccc(C2NC(=O)NC(C)=C2C(=O)Nc2ccccc2C)c1[N+](=O)[O-] (stereo unspecified)	1	0.018	7	0.0	-2	-7	-18	·	2
O=C(O)c1ccc(CSc2nnc(COc3ccccc3)o2)cc1	14*	-1.9	14	0.4	-1	2	-27	·	6
CN1CCN(c2ccc(Cl)cc2NC(=O)/C=C/c2cccc(F)c2)CC1	-2	-0.44	14	-0.1	3	5	-24	10	3
CC1(C)CC(=O)C=C(NCc2ccco2)C1	0	·	·	0.6	·	·	-8	·	0
O=C(O)COCC(=O)N1CCN(C(c2ccccc2)c2ccccc2)CC1	1	1.1	7	-0.2	11	-1	-9	2	1
CCN(CC)Cc1c(O)ccc2c(-c3ccccc3)cc(=O)oc12	-1	0.19	8	-0.1	6	2	-17	7	5
More structures.
SMILES	Wee1 degr inh	KCC2 mod	FXIIa inh 1536	PERK inhibitor	FXIa inh 1536	thrombin 1536	Furin inh	KLK5 inh	p97 inhibitor
Cc1ccc(CNC(=O)CCCn2c(=O)c3ccccc3n(CC(=O)NCc3ccco3)c2=O)cc1	-1	-0.24	6	-1.0	1	-3	-14[20 µM]	12	-5
O=C(CSc1nnc(CNc2cccc(Cl)c2)o1)OC1CCCCC1	-1	-2.4	-5	2.0	-10	4	-6[20 µM]	-9	3
NC(N)=Nc1nc(-c2ccccc2)c2ccccc2n1	1	0.65	3	0.4	-5	-9	-11	-5	3
Cc1oc(CC(C)C)c(CN2CCCC2)c1C(=O)O	-2	·	6	1.5	2	14	-21	40*	5
FC(F)Oc1ccc(NC(=S)NCC2COc3ccccc3O2)cc1 (stereo unspecified)	-1	-0.27	10	0.9	10	-5	-17	-16	-3
O=C(COC(=O)c1ccccc1C(=O)c1ccc(Cl)cc1)NCC1CCCO1 (stereo unspecified)	1	-1.4	0	-0.3	-3	-2	-19	-3	3
CN(CCC#N)C(=O)Cn1nc(Cc2ccncc2)c2ccccc2c1=O	-1	·	7	1.7	3	-3	-42	19	1
O=C(COc1ccc(-c2ccccc2)cc1)N/N=C/c1ccccc1Br	0	0.81	-2	-0.5	-3	-6	-8[20 µM]	-2	-3
CCCc1nc(SCc2ccccc2Cl)n[nH]1	-1	-0.93	17	-0.6	2	-1	-10[20 µM]	-10	-7
COc1ccccc1-n1c(=O)c(C#N)c(-c2ccc([N+](=O)[O-])cc2)c2cc(C(=O)c3ccccc3O)cnc21	-2	1.4	6	0.6	-3	-2	-19	0	7
Cc1nn(-c2ccc(F)cc2)c(C)c1CN1CCN(Cc2ccccc2)C(CCO)C1 (stereo unspecified)	1	-0.45	2	-0.5	1	-3	-12	-2	4
N#Cc1c(-c2ccccc2)c(-c2ccccc2)n(Cc2ccco2)c1NC(=O)c1cccs1	0	-0.95	13	-0.2	0	0	-11[20 µM]	5	5
CCn1cc(C(=O)O)c(=O)c2cnc(N3CCN(C(=S)NC(=O)c4ccccc4)CC3)nc21	-1	-1.5	8	0.2	5	-1	-9	2	6
CCCn1c(-c2cccc([N+](=O)[O-])c2)nc2c1c(=O)[nH]c(=O)n2Cc1ccccc1	1	-1.4	7	-1.2	6	-3	-19	-15	4
COc1ccc(S(=O)(=O)N2CCN(C(=O)c3c(-c4ccccc4)noc3C)CC2)cc1	3	0.55	-1	0.7	4	-16	-21[20 µM]	4	-1
O=C(CSc1nnc(-c2ccncc2)o1)c1cccc([N+](=O)[O-])c1	-2	0.17	-10	0.1	-9	-4	-28	-25	0
CSCCC(NC(=O)c1ccc(=O)n(C)n1)c1nc2ccccc2[nH]1 (stereo unspecified)	-1	0.68	4	-0.2	1	-8	-11	6	-2
Cc1[nH]nc(SCC(=O)NC2CCCC2)c1[N+](=O)[O-]	5	1	5	0.1	-9	-4	-11	-12	1
Cc1cccc(NC(=O)CSc2nc(-c3ccccc3)c(C#N)c(=O)[nH]2)c1C	0	-1.4	7	2.0	-7	0	-18[20 µM]	7	4
COc1ccc(NC(=O)COC(=O)CNS(=O)(=O)c2ccccc2)cc1OC	0	1.3	4	0.5	4	·	-10	-4	5
CC(C)C(C(=O)NCc1ccco1)N(C(=O)CNS(=O)(=O)c1ccccc1)c1ccccc1 (stereo unspecified)	0	-0.4	12	0.2	-2	-1	-19	1	0
COc1ccccc1C(=O)NCC1(c2ccccc2)CCCC1	0	·	6	0.0	-2	-3	-23	8	-3
Cc1scc(C(=O)N/N=C/c2ccc(OCC(C)C)cc2)c1C	2	-1.8	5	0.3	-3	2	-16[20 µM]	1	0
Cc1ccc(S(=O)(=O)N(C)CC(=O)OCC(=O)Nc2ccccc2)cc1	4	-1.3	5	0.1	1	1	-11	2	2
COc1cc2nc(Cl)nc(NCCO)c2cc1OC	-1	0.41	10	-0.2	7	7	-7	25	-1
O=C(/C=C/c1ccco1)Nc1ccc(S(=O)(=O)N2CCOCC2)cc1	5	-2.5	11	0.4	1	-1	1	0	2
CC(CN1CCN(C)CC1)OC(=O)c1cccc(Cl)c1 (stereo unspecified)	2	0.12	10	1.1	-2	-1	-18	-2	3
O=C(COC(=O)c1c2c(nc3ccccc13)/C(=C/c1cccc([N+](=O)[O-])c1)CCC2)NC1CCS(=O)(=O)C1 (stereo unspecified)	-4	1.2	-1	-1.6	-7	-4	-11	-10	1
O=C1CC(c2nc3ccccc3[nH]2)CN1c1ccccc1F (stereo unspecified)	-1	0.27	15	0.0	8	5	-17	-6	-15

Ordered by formula weight (smallest number first): 12 of the compounds above.
SMILES	Wee1 degr inh	KCC2 mod	FXIIa inh 1536	PERK inhibitor	FXIa inh 1536	thrombin 1536	Furin inh	KLK5 inh	p97 inhibitor
NC(N)=Nc1nc(-c2ccccc2)c2ccccc2n1	1	0.65	3	0.4	-5	-9	-11	-5	3
COc1cc2nc(Cl)nc(NCCO)c2cc1OC	-1	0.41	10	-0.2	7	7	-7	25	-1
COc1ccccc1C(=O)NCC1(c2ccccc2)CCCC1	0	·	6	0.0	-2	-3	-23	8	-3
Cc1scc(C(=O)N/N=C/c2ccc(OCC(C)C)cc2)c1C	2	-1.8	5	0.3	-3	2	-16[20 µM]	1	0
CSCCC(NC(=O)c1ccc(=O)n(C)n1)c1nc2ccccc2[nH]1 (stereo unspecified)	-1	0.68	4	-0.2	1	-8	-11	6	-2
O=C(/C=C/c1ccco1)Nc1ccc(S(=O)(=O)N2CCOCC2)cc1	5	-2.5	11	0.4	1	-1	1	0	2
O=C(COC(=O)c1ccccc1C(=O)c1ccc(Cl)cc1)NCC1CCCO1 (stereo unspecified)	1	-1.4	0	-0.3	-3	-2	-19	-3	3
O=C(COc1ccc(-c2ccccc2)cc1)N/N=C/c1ccccc1Br	0	0.81	-2	-0.5	-3	-6	-8[20 µM]	-2	-3
COc1ccc(S(=O)(=O)N2CCN(C(=O)c3c(-c4ccccc4)noc3C)CC2)cc1	3	0.55	-1	0.7	4	-16	-21[20 µM]	4	-1
CC(C)C(C(=O)NCc1ccco1)N(C(=O)CNS(=O)(=O)c1ccccc1)c1ccccc1 (stereo unspecified)	0	-0.4	12	0.2	-2	-1	-19	1	0
COc1ccccc1-n1c(=O)c(C#N)c(-c2ccc([N+](=O)[O-])cc2)c2cc(C(=O)c3ccccc3O)cnc21	-2	1.4	6	0.6	-3	-2	-19	0	7
O=C(COC(=O)c1c2c(nc3ccccc13)/C(=C/c1cccc([N+](=O)[O-])c1)CCC2)NC1CCS(=O)(=O)C1 (stereo unspecified)	-4	1.2	-1	-1.6	-7	-4	-11	-10	1
